Vc quorum ag: quorum light induction in luxS cqsA deficient V. cholerae; 0.16% of 350,000 active; activation, % at 18.7 µM; V. cholerae BH1578 lux reporter, luminescence, 6 h; in the data active = activation mostly above about 9.7%, no sharp cut-off; also: not every result past the cut was called active; inactives centre near 0; reference of the scale not given here
FBA Mtb inh: inhibitors of M. tuberculosis fructose-bisphosphate aldolase; P9WQA3; 2.3% of 360,000 active; inhibition, % at 1 µM; purified M. tuberculosis FBA, fluorescence read-out; in the data active = inhibition above about 27%;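 also: 0% = vehicle and 100% = reference inhibitor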
PriA SSB inh: blocks PriA binding to SSB C-terminal tail; inhibition, % at 33 µM; AlphaScreen SSBct-PriA binding, biotinylated peptide; 0.6% of 430,000 active; in the data active = inhibition mostly above about 37%, no sharp cut-off; inactive = mostly below about 20%;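 also: plate controls were negative control peptide for no effect and reference peptide for full effect; strong numbers were not always called active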
Rv3671c inh: inhibitors of M. tuberculosis serine protease Rv3671c; inhibition, % at 5.96 µM; AID 2606; 0.048% of 320,000 active; in the data active = inhibition above about 38%;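 also: extracellular domain of Rv3671c used as enzyme; 0% = enzyme with DMSO and 100% = no enzyme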
MazF activator: activators of E. coli MazEF toxin-antitoxin RNase | P0AE70 | FAM/BHQ RNA-DNA oligo cleavage fluorescence, 5 h | activation, % at 20 µM | 0.32% of 350,000 active | AID 504720; in the data active = activation above about 50%
Mtb BioA inh: BioA (M. tuberculosis) enzyme inhibition; purified M. tuberculosis BioA enzyme, plate reader; inhibition, % at 9.99 µM; 0.096% of 360,000 active; in the data active = inhibition above about 40%
GDH-TPI inh: counter-screen for M. tuberculosis FBA inhibitors: GDH-TPI coupled enzymes. GDH-TPI coupled enzyme counterscreen, NADH absorbance. inhibition, % at 4.8 µM. 1.2% of 360,000 active; in the data active = inhibition above about 30%;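 also: 0% = DMSO wells and 100% = wells lacking the enzyme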
UGM FP inh: inhibitors of M. tuberculosis UDP-galactopyranose mutase; purified UGM, fluorescence polarization probe displacement; inhibition, % at 10 µM; AID 504406; 0.06% of 320,000 active; P9WIQ1; in the data active = inhibition above about 10%, passing the limit was not always enough
DUSP3 inh: blocks human VHR1 dual specificity phosphatase; inhibition, % at 13.3 µM; AID 1654; recombinant VHR phosphatase, pNPP absorbance; 0.52% of 290,000 active; in the data active = inhibition above about 50%; also: some compounds called inactive have numbers as strong as hits
SARS 3CLpro inh: SARS-CoV 3CLpro protease inhibition. AID 1706. 0.14% of 290,000 active. P0C6X7. recombinant SARS-CoV 3CLpro, quenched FRET peptide cleavage. inhibition, % at 6 µM; in the data active = inhibition above about 12%
Active calls of the source: *; i = inactive; x = no result given; & = joins results of further samples. This is a subset; count on the stated rates, not on these rows.

Molecule,UGM FP inh,PriA SSB inh,GDH-TPI inh,MazF activator,FBA Mtb inh,SARS 3CLpro inh,Rv3671c inh,Mtb BioA inh,DUSP3 inh,Vc quorum ag
CC(C)OP(=O)(c1ccccc1)c1ccccc1,-1.8,-2,5,4,1,6,-4,-2.5,42,i
CC1CCCCC1NC(=S)NC(=O)c1ccccc1Br (configuration not stated),1.8,-13,5,0,-6,2,5,x,6,-2.6
CCCN(c1ccccc1C(=O)O)S(=O)(=O)c1ccc2c(c1)n(C)c(=O)n2C,-1.4,-15,16,8,1,-9,-11,-2.1,3,-0.5
Cc1ccc(CNC(=O)COC(=O)COc2ccc(C#N)cc2)cc1,1.8,-4,3,-3,-2,x,2,0.4,x,i
Cc1ccccc1C(=O)NCCCNC(=O)c1ccccn1,0.7,-2,3,22,2,0,6,-0.3,0,i
CCOc1ccc(C(=O)Nc2ccc(S(=O)(=O)N3C[C@@H]4C[C@@H](C3)c3cccc(=O)n3C4)cc2)cc1,1.0,x,3,16,0,x,-9,-2.1,x,-0.3
COC(=O)C(=O)C1CCc2c(Cl)cc(OC)c(OC)c2C1=O (configuration not stated),x,7,10,6,-1,x,x,x,x,i
Fc1cnc(N2CCc3ccccc32)nc1N1CCc2ccccc21,2.2,-10,11,-2,-4,5,0,-0.4,-23,i
O=C(Cc1cccs1)Nc1nnc(SCc2ccc(F)cc2)s1,-0.8,-9,-4,1,1,-2,7,-1.0,8,-1.0
COc1ccccc1Cn1c(=O)oc2ccccc21,x,x,7,5,-1,x,x,0.3,x,0.8
CCOC(=O)C1=C(Nc2ccccc2)OCC1=O,-1.1,-5,-2,1,15,6,-1,-2.3,-8,-0.2
COc1ccc(C(=O)NCC(C)(C)CNC(=O)c2ccc(OC)c(OC)c2)cc1OC,-2.6,-8,3,8,3,x,-5,x,x,-0.6
CCOC(=O)C1=C(C)NC(SCc2cc(=O)[nH][nH]2)=C(C#N)C1c1cccs1 (configuration not stated),1.0,8,10,-2,-2,-2,6,-0.3,-6,-1.8
Cc1ccc(S(=O)(=O)N2CCN(C(=O)COC(=O)Cc3ccc(Cl)cc3)CC2)c(C)c1,2.1,1,0,-4,-3,x,1,-1.0,x,i
COc1ccccc1CNC(=O)CCCNC(=O)Cn1cnc2sc(C)c(C)c2c1=O,-2.5,-8,0,8,-2,4,5,0.0,26,-0.3
C=CCOc1ccc(CNC(C)(C)CO)cc1OCC,-4.7,1,2,0,2,2,-13,-3.1,-4,i
CCOC(=O)N1CCN(C(=O)C2CCN(S(=O)(=O)c3ccc(Cl)cc3)CC2)CC1,3.5,-10,5,3,0,-3,-6,-0.4,15,-0.7
CC(C)N1C(=O)/C(=C/c2nc3ccccc3c(=O)n2-c2ccccc2)c2ccccc21,1.0,x,4,7,-2,7,3,x,-4,i
COc1ccc(/C=N/NC(=O)c2ccc(CSc3nc(C)cc(C)n3)cc2)cc1O,-5.2,x,27,2,-1,1,1,x,12,-0.4
C=CCc1cccc(C=Nc2ccc(Br)cc2)c1O,-1.5,-13&-10,7,6,1,2,-1,x,10,i
Cc1cc(C)n(-c2ccc(C(=O)N3CCN(c4ccccn4)CC3)cc2)n1,2.9,-3,2,2,1,x,-11,1.6,x,i
Cc1ccc(-c2nn(-c3ccccc3)cc2C(=O)OCC(=O)Nc2ncc(Cl)cc2Cl)cc1,0.3,9,1,-13,-3,2,-12,x,0,i
CCCNC(=O)CCc1c(C)nc2c(c(C)nn2-c2ccccc2)c1C,-3.4,0,-5,-4,17,-1,-5,0.7,2,1.9
Cc1ccc(CNC(=O)Cn2nnc3ccccc3c2=O)cc1,0.2,5,10,1,-1,3,3,x,-4,i
CCOC(=O)C1CCCN(c2c(Nc3cc(C)cc(C)c3)c(=O)c2=O)C1 (configuration not stated),-4.0,2,21,4,0,1,-9,-0.4,17,-0.3
CC(NS(=O)(=O)c1ccccc1)C(=O)NC1CCCC1 (configuration not stated),0.0,6,5,-10,2,-2,-1,-1.8,16,-0.3
COc1cccc(NC(=O)c2ccc(-c3ccc([N+](=O)[O-])cc3)o2)c1,3.2,9,15,276*,-3,3,-12,x,35,i
NC(=O)N\N=C/C=C/C=C/c1ccc(F)cc1,-2.5,x,53*,-8,-5,-1,3,0.9,13,0.0
Cc1ccccc1-c1ccc(=O)n(CC(=O)Nc2ccc(S(=O)(=O)N(C)C)cc2)n1,-0.2,-3,13,1,1,-1,-5,x,14,-0.2
COc1c(F)c(F)c(C(=O)Nc2ccc(-c3nc4ccccc4[nH]3)cc2)c(F)c1F,-1.5,-9,10,-1,2,0,-7,x,22,-0.3
COC(=O)C[C@H](NC(=O)Cn1cc(C)c(=O)[nH]c1=O)C(=O)OC,x,-13,0,7,-1,x,x,-0.6,x,-0.4
COc1ccc(S(=O)(=O)NNC(=O)C23CC4CC(CC(C4)C2)C3)cc1,1.2,-20,1,-1,4,-1,x,1.0,4,-0.6
Cc1ccccc1Nc1nc(N)nc(COc2ccc(C#N)cc2)n1,0.4,-16,9,4,-1,0,1,x,31,-0.3
COc1ccc(C2=Cc3ccc(OC(C)=O)cc3OC2)cc1,x,-16,5,-2,-1,x,x,-1.0,x,i
CCOc1ccccc1CN1CCN(Cc2ccc3cccc(OC)c3n2)CC1CCO (configuration not stated),0.2,8,17,-17,8,-2,x,1.7,21,-3.0
Cc1cc(NC(=O)C2COc3ccccc3O2)no1 (configuration not stated),-0.6,-4,-10,3,0,8,-2,1.3,-18,-0.2
CC1=C(C(=O)Nc2ccccc2F)C(c2cccs2)NC(=S)N1 (configuration not stated),-3.2,-14,3,0,1,-1,-7,x,24,-0.3
CN1CCN(C(=S)c2cn(Cc3cccc(F)c3)c3ccccc23)CC1,-1.8,25,6,-2,3,1,-2,x,33,-0.5
Cc1ccc(CN(c2ccc(C(=O)NCc3ccc4c(c3)OCO4)cc2)S(C)(=O)=O)cc1,1.5,-4,9,10,1,-1,-7,x,31,i
CC1CN=C(Nc2ccc(N(C)C)cc2)S1 (configuration not stated),-2.1,38,4,-2,-3,-3,11,-1.5,24,-3.5
COc1ccc(NC(=O)c2cc([N+](=O)[O-])ccc2N2CCN(C)CC2)cc1,-1.3,-5,12,5,-3,1,2,x,15,-0.2
CN1CCN(c2ncccc2S(=O)(=O)N2CCCCC2)CC1,1.4,-3,3,-2,-2,1,0,x,20,i
Cc1cccc(C(=O)NCC(=O)N2CCN(S(=O)(=O)c3ccccc3)CC2)c1,1.8,10,2,2,0,x,4,x,x,5.4
CN1C2CCC1CC(OC(=O)c1c[nH]c3ccccc13)C2 (configuration not stated),-2.3&0.8,6,-12&-12,9&11,1&1,-3,-7&1,0.9&0.0,8,-0.5&-0.6
NS(=O)(=O)c1cc2c(cc1Cl)NCNS2(=O)=O,x,-6,12,5,-2,0,2,1.3,5,24*
Cc1cc(-c2ccccc2)nc2[nH]n(-c3ccccc3)c(=O)c12,2.0,12,-2,2,3,2,-2,5.6,-6,0.1
COc1ccc(OC)c(NC(=O)c2cnn(-c3ccccc3Cl)c2NC(=O)c2ccco2)c1,x,1,-1,4,0,9,8,-0.3,4,2.9
CCCc1cc(=O)oc2cc(OC(C)C(=O)NCc3ccccn3)c(Cl)cc12 (configuration not stated),0.4,-3,17,5,9,-1,-2,-3.2,10,-0.4
Cc1ccc2nc(NC3=NCN(Cc4cccnc4)CN3)nc(C)c2c1,x,-5,4,4,-5,x,x,1.7,14,-0.3
CCCOc1ccc(NC(=O)C2CC(=O)N/C(=N/N=C(\C)CCc3ccc4c(c3)OCO4)S2)cc1 (configuration not stated),-2.2,x,-3,2,-4,2,-4,x,4,-0.3
COc1ccccc1CN1CC(=O)N2CSC[C@H]2C1=O,0.4,-1,3,4,2,4,-5,-1.5,14,-0.8
CN1C(c2ccccc2)CCOS1(=O)=O (configuration not stated),-0.7,-14,8,-3,-1,1,6,-0.9,20,i
O=C(NCCSCc1ccco1)c1ccc(=O)[nH]c1,0.1,-8,5,-2,1,-1,3,1.5,-3,-0.3
Cc1ccc(C)c(NC(=O)CCCCCN2C(=O)[C@@H]3Cc4ccccc4CN3C2=O)c1,0.3,-11,4,-1,-4,5,0,-1.0,5,-0.3
COc1cccc(OCc2nnc(SCC(=O)NCc3ccco3)n2C)c1,0.5,12,-2,5,1,-7,-5,2.1,6,i
Cc1ccc(-c2nnc3n2N=C(c2ccc(Br)cc2)CS3)cc1,-1.1,-2,11,8,-2,-6,2,-0.3,5,-0.3
O=C(COC(=O)c1ccncc1)NCCCc1ccccc1,0.1,-3,1,6,1,2,7,x,11,-0.3
O=C(CCCN1C(=O)c2ccccc2C1=O)Oc1ccc(F)cc1,-2.4,-24,1,-7,4,-6,5,x,-1,-2.5
CCOC(=O)c1cccc(NC(=O)CSc2nnc(COc3ccc(Cl)cc3)o2)c1,-0.7,0,0,-1,4,-2,-4,x,34,i
O=C(NCN1CCc2ccccc2C1)c1ccccc1,0.8,-6,11,4,-3,1,9,-0.2,19,i

The final 4 compounds of the section before come first, to join the parts:
Molecule,UGM FP inh,PriA SSB inh,GDH-TPI inh,MazF activator,FBA Mtb inh,SARS 3CLpro inh,Rv3671c inh,Mtb BioA inh,DUSP3 inh,Vc quorum ag
O=C(COC(=O)c1ccncc1)NCCCc1ccccc1,0.1,-3,1,6,1,2,7,x,11,-0.3
O=C(CCCN1C(=O)c2ccccc2C1=O)Oc1ccc(F)cc1,-2.4,-24,1,-7,4,-6,5,x,-1,-2.5
CCOC(=O)c1cccc(NC(=O)CSc2nnc(COc3ccc(Cl)cc3)o2)c1,-0.7,0,0,-1,4,-2,-4,x,34,i
O=C(NCN1CCc2ccccc2C1)c1ccccc1,0.8,-6,11,4,-3,1,9,-0.2,19,i
COc1ccc(N2C(=O)CC(N3CC=C(c4ccccc4)CC3)C2=O)cc1 (configuration not stated),0.2,3,7,1,6,4,7,-3.2,15,-0.2
O=c1[nH]cc(S(=O)(=O)N2CCN(c3cccc(C(F)(F)F)c3)CC2)c(=O)[nH]1,-3.0,-5,4,-2,-2,x,-1,-2.9,x,-14
CCOC(=O)N1CCN(c2ccc(S(=O)(=O)N3CCC(C)CC3)cc2[N+](=O)[O-])CC1,x,23,3,10,0,x,-5,-2.4,x,-0.6
O=S(=O)(c1ccc(F)cc1)N(CCO)CC(O)Cn1c2ccccc2c2ccccc21 (configuration not stated),0.7,-9,12,-4,1,0,-6,-0.2,6,1.8
CCOc1ccc(NC(=O)COC(=O)CN2CCCCCC2=O)cc1,1.0,-2,3,6,-3,x,5,x,x,x
CC(CC1CC(C)(C)OC1=O)C(=O)Nc1ccc([N+](=O)[O-])cc1 (configuration not stated),2.8,-14,13,-1,1,2,-16,x,-13,-0.3
O=C(NC(Cc1ccccc1)C(=O)O)/C(=C\c1ccccc1)NC(=O)c1ccc(Br)o1 (configuration not stated),2.3,-17,5,-2,0,5,2,-0.3,26,i
O=C(Nc1cc2c(cc1Cl)OCCO2)c1ccco1,-0.5,-2,3,4,-1,4,-5,-0.2,18,-0.7
COc1ccc(CN2CCCC(C(=O)N3CCCC3)C2)cc1 (configuration not stated),0.5,-22,-4,8,-1,1,6,-0.9,-2,x
CC(=O)NC1CCN(C(=O)N2CCCC2)CC1,-0.8,-12,-6,-2,-8,-4,-2,3.1,-1,-0.7
Cc1ccccc1-c1nnc(SCC(=O)c2c(N)n(C3CC3)c(=O)[nH]c2=O)o1,0.1,5,-1,0,1,x,-5,-0.4,x,i

Bioassay records from PubChem.
